mIDH1 inhibitor – blocks human mutant IDH1 R132H enzyme. O75874. IDH1-R132H enzyme, NADPH consumption, diaphorase/resazurin fluorescence. Potency, µM (top dose mostly 76.6 µM), without a hit: at the highest dose activity change, negative = inhibition, most hits filed as inhibitors. 390,000 compounds, 0.093% hits. AID 602179; note: potency is the fitted concentration of half-maximal effect; % is set by controls: 0 for no effect and ±100 for the full control effect; nearly all actives have a fitted effect of over 65% in size
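IDH1-R132H (0.5 ug/mL) preincubated 30 min with compound, then NADPH (0.016 mM) and alpha-KG (2 mM) added; 80 min at RT, pH 7.5. Remaining NADPH coupled via diaphorase/resazurin to fluorescence (540/590 nm); concentration-response curves normalized to no-enzyme control.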
RXFP1 ag – activates the human relaxin receptor RXFP1. Q9HBX9. HEK293T-RXFP1 cAMP TR-FRET, 30 min; response scale: percent of porcine relaxin response, buffer zero. Potency, µM (highest dose often 57.5 µM), without a hit: top-dose activation, most hits filed as activators. 370,000 compounds, 0.3% hits. AID 2676; note: potency is the fitted concentration of half-maximal effect; % is set by controls: 0 for no effect and ±100 for the full control effect; nearly all actives have a fitted effect of over 60% in size; many of its hits are not listed in these tables
Target sequence (Q9HBX9 whole entry, looked up): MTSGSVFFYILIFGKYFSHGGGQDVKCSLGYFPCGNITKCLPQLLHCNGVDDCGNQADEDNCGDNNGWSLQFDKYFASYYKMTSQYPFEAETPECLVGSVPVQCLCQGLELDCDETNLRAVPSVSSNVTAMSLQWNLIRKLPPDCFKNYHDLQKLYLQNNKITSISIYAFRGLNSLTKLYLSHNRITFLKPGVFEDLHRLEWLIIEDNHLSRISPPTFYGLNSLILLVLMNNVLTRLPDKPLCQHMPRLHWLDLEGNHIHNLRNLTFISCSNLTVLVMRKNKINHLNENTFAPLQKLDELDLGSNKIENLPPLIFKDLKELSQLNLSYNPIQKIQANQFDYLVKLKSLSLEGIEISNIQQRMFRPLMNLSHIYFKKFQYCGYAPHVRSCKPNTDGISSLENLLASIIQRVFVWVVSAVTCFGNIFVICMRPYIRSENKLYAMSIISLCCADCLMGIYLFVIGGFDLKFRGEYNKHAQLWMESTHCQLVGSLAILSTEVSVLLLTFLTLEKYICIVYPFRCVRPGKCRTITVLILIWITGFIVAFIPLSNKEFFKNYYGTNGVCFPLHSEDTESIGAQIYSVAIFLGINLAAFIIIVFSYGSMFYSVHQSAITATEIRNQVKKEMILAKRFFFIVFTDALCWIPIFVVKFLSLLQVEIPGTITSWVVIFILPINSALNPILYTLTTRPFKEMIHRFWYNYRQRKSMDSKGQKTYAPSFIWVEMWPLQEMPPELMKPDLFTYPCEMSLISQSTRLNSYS
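cAMP rise read by TR-FRET after 30 min, 37C compound exposure (up to 58 uM) in RXFP1-transfected HEK293 cells with Ro 20174 present. EC50 from Hill-equation fits, with 29 nM porcine relaxin as 100% and buffer as basal.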
PI4K2A inh – PI4K2A (human) kinase inhibition | activity change, negative = inhibition, % at 76.9 µM | Q9BTU6 | purified PI4K2A, ADP-Glo luminescence, 1 h; hits give low values | 420,000 compounds, 0.13% hits; in the data active = activity change below about -50%; inconclusive = mostly about -30% to -49%;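 note: -100% = wells without enzyme as full effect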
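ADP-Glo luminescence measured ADP generated by PI4K2A enzyme (4 ug/mL before mixing) with 1.2 mM PI substrate (pre-mix) and 300 microM ATP (pre-mix). Tris pH7.5 buffer with MgCl2, Triton X-100; 1 h reaction at ambient temperature.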
LDHA inh – blocks human lactate dehydrogenase A. P00338. purified LDHA, NADH/diaphorase-resazurin fluorescence; hits give low values. activity change, % (values are at about 110 or 230 µM). 480,000 compounds, 0.15% hits; in the data active = activity change below about -30%; inconclusive = mostly about -25% to -30%;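 note: plate controls were DMSO wells for no effect and wells without enzyme for full effect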
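Human LDH5 at 2 nM final in Tris HCl pH 7.4 with 0.06 mM NADH and 0.2 mM pyruvate, reacted 5 minutes at room temperature. Remaining NADH coupled via diaphorase/resazurin; resorufin fluorescence read at 0 and 20 minutes, normalized to enzyme-free and DMSO wells.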
TrxR1 substrate – rat thioredoxin reductase 1 substrate activity | purified TrxR1 substrate turnover, NADPH consumption readout | 390,000 compounds, 0.01% hits | O89049 | Potency, µM (top dose mostly 114 µM), for the others: at the highest dose activity change, negative = substrate turnover; note: potency is the fitted concentration of half-maximal effect; % is set by controls: 0 for no effect and ±100 for the full control effect; nearly all actives have a fitted effect of over 50% in size
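Rat TrxR1, dispensed at 90 nM, was prereduced with 400 uM NADPH (final) for 5 min at ~22 deg C, then incubated with compound 15 min before 400 uM selenite. A first-read NADPH fluorescence drop versus no-compound background flagged substrates.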
Vif-A3F inh – Vif-A3F binding inhibition; HeLa A3F-eYFP + Vif (tagged APOBEC3F with the HIV-1 protein that degrades it), YFP fluorescence increase; 390,000 compounds, 0.2% hits; Potency, µM (top dose mostly 46.1 µM), for the others: at the top dose activity, negative = active; AID 602313; note: potency is the fitted concentration of half-maximal effect; % of control where 0% means no effect; nearly all actives have a fitted effect of over 65% in size
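Fluorescence increase (Ex 488/Em 500-530) after overnight compound treatment at 37 deg C flags inhibition of Vif-driven A3F-eYFP loss in stable HeLa A3F-eYFP/Vif cells seeded overnight beforehand.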
USP1-UAF1 inh – blocks the human USP1/UAF1 deubiquitinase complex | O94782 | recombinant USP1/UAF1, Ub-Rhodamine cleavage fluorescence | Potency, µM (series often up to 57.1 µM), for the others: top-dose activity change, negative = inhibition, most hits filed as inhibitors | 390,000 compounds, 0.23% hits; note: potency is the fitted concentration of half-maximal effect; % is set by controls: 0 for no effect and ±100 for the full control effect; nearly all actives have a fitted effect of over 60% in size; inactives centre near -12
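Step one: compound is pinned into 1nM USP1/UAF1 in HEPES pH 7.8 buffer with TCEP. Step two: 15 min room-temperature incubation. Step three: Ub-Rho (150nM final) starts cleavage, tracked by fluorescence over six one-minute reads.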
Vif-A3G inh – inhibitors of Vif-APOBEC3G interaction | Q9HC16 | HeLa A3G-eYFP + Vif (tagged APOBEC3G with the HIV-1 protein that degrades it), YFP fluorescence, overnight | Potency, µM (highest dose often 46.1 µM), inactives show top-dose activity, negative = active, most hits filed as inhibitors | 410,000 compounds, 0.076% hits | AID 602310;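 note: potency is the fitted concentration of half-maximal effect; % is set by controls: 0 for no effect and ±100 for the full control effect; nearly all actives have a fitted effect of over 60% in size; hits raise eYFP signal because A3G escapes Vif-driven loss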
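Read-out is eYFP fluorescence (Ex 488/Em 500-530) from Vif-expressing HeLa A3G-eYFP cells; more signal means A3G escaped Vif-mediated degradation. Cells plated overnight, compound pinned in, incubated overnight at 37 deg C.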
GRP78 ERSR act – induces the endoplasmic reticulum stress response in human glioma cells. U87-MG GRP78 promoter luciferase reporter, 16 h. Potency, µM, for the others: top-dose activation, most hits filed as activators. AID 602332. 420,000 compounds, 0.02% hits; note: potency is the fitted concentration of half-maximal effect; series mostly up to about 76 µM; % of control where 0% means no effect; nearly all actives have a fitted effect of over 35% in size
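Stably transfected U87-MG glioma cells carrying a GRP78-based luciferase sensor; 16 h compound incubation. Luminescence end-point read 10 min after Bright-Glo addition at room temperature.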
The depositor's hits bear a star; [ ] = remark or other dose. Unless noted, calls come from the whole dose curve; as a rule, active = well fitted curve in the direction sought with a large enough effect; inconclusive = small, poorly fitted or top-dose-only effect, or another doubt; inactive = no such curve, though single readings can be large; an effect the other way counts as inactive or inconclusive.

For Cn1c(=O)c([N+](=O)[O-])c(NCC(O)c2ccccc2)c2ccccc21 (stereo not drawn) the results were mIDH1 inhibitor 1%, RXFP1 ag -2.3%, PI4K2A inh -1, LDHA inh -1, TrxR1 substrate -4%[57.1 µM], Vif-A3F inh -21%, USP1-UAF1 inh -15%, Vif-A3G inh -1% and GRP78 ERSR act -3%.
For O=C(Nc1cccc(Cl)c1)C1CCN(c2nc3ccccc3nc2C(F)(F)F)CC1 the results were mIDH1 inhibitor 0%, RXFP1 ag 4.2%, PI4K2A inh 0, LDHA inh -14, TrxR1 substrate -13%[57.1 µM], Vif-A3F inh -8%, USP1-UAF1 inh inconclusive, Vif-A3G inh 6% and GRP78 ERSR act -1%.
`CCc1c(C)sc(NC(=O)c2cc(-c3cc(OC)ccc3OC)on2)c1C#N` gave mIDH1 inhibitor 0%, RXFP1 ag 2.9%, PI4K2A inh -1, LDHA inh -4, TrxR1 substrate 24%, Vif-A3F inh 8%, USP1-UAF1 inh -13%, Vif-A3G inh 0% and GRP78 ERSR act -4%.
For Nc1c(C(=O)NC2CC2)c2nc3ccccc3nc2n1-c1ccc2c(c1)OCO2 the results were mIDH1 inhibitor -2%, RXFP1 ag 3.5%, PI4K2A inh 1, LDHA inh 0, TrxR1 substrate 8%[57.1 µM], Vif-A3F inh -11%, USP1-UAF1 inh -18%, Vif-A3G inh -3% and GRP78 ERSR act -6%.
`O=C(NCCc1ccccc1)c1ccnc(/C=N/O)c1` gave mIDH1 inhibitor 18%, RXFP1 ag -0.9%, PI4K2A inh 1, LDHA inh 2, TrxR1 substrate 14%, Vif-A3F inh -1%, USP1-UAF1 inh -19%, Vif-A3G inh -1% and GRP78 ERSR act 2%.
For CCn1cc(C(=O)NCc2ccccc2OC)c(=O)c2ccc(C)nc21 the results were mIDH1 inhibitor 3%, RXFP1 ag 3.2%, PI4K2A inh 3, LDHA inh -4, TrxR1 substrate 6%[57.1 µM], Vif-A3F inh -1%, USP1-UAF1 inh -2%, Vif-A3G inh 0% and GRP78 ERSR act -6%.
N#Cc1ccc(-c2ccc(F)cc2)nc1Sc1ccc(F)cc1 was read as mIDH1 inhibitor 3%, RXFP1 ag -3.2%, PI4K2A inh -4, LDHA inh 3, TrxR1 substrate -4%, Vif-A3F inh 0%, USP1-UAF1 inh -6%, Vif-A3G inh 0% and GRP78 ERSR act -5%.
`O=C(Nc1ccccc1)c1cccc(S(=O)(=O)NC2CCCC2)c1` gave mIDH1 inhibitor -7%, RXFP1 ag 0.1%, PI4K2A inh -1, LDHA inh -7, TrxR1 substrate -9%, Vif-A3F inh 3%, USP1-UAF1 inh -11%, Vif-A3G inh 0% and GRP78 ERSR act 1%.
`NC(=O)CC(NC(=O)Cc1cccc2ccccc12)c1ccc(NCCc2ccc(F)cc2)c([N+](=O)[O-])c1` (stereo not drawn) gave mIDH1 inhibitor -9%, RXFP1 ag 0.0%, PI4K2A inh 6, LDHA inh -6, TrxR1 substrate -4%, Vif-A3F inh 3%, USP1-UAF1 inh -11%, Vif-A3G inh 1% and GRP78 ERSR act -4%.
For O=C(Nc1nnc(C2CC2)s1)C1COc2ccccc2O1 (stereo not drawn) the results were mIDH1 inhibitor 13%, RXFP1 ag 1.8%, PI4K2A inh 3, LDHA inh -3, TrxR1 substrate 11%, Vif-A3F inh 10%, USP1-UAF1 inh -27%, Vif-A3G inh 1% and GRP78 ERSR act -12%.
Screening CCOC(=O)c1ccccc1NC(=O)c1n[nH]c(=O)c2ccccc12 returned mIDH1 inhibitor 3%, RXFP1 ag -0.2%, PI4K2A inh 6, LDHA inh -5, TrxR1 substrate 11%[57.1 µM], Vif-A3F inh 5%, USP1-UAF1 inh -14%, Vif-A3G inh 0% and GRP78 ERSR act -5%.
CC(OC(=O)c1ccc([N+](=O)[O-])o1)C(=O)Nc1nc(-c2ccc(F)c(F)c2)cs1 (stereo not drawn) was read as mIDH1 inhibitor 6%, RXFP1 ag -0.7%, PI4K2A inh 1, LDHA inh 5, TrxR1 substrate -8%, Vif-A3F inh -5%, USP1-UAF1 inh -14%, Vif-A3G inh -9% and GRP78 ERSR act 2%.
For O=C(Nc1nncs1)c1cc(-c2ccco2)nc2ccccc12 the results were mIDH1 inhibitor 0%, PI4K2A inh -1, LDHA inh -1, TrxR1 substrate 18%[57.1 µM], Vif-A3F inh -13%, USP1-UAF1 inh -14%, Vif-A3G inh 0% and GRP78 ERSR act -1%.
CCOC(=O)c1c(CCl)nc2ccccc2c1-c1ccccc1 was read as mIDH1 inhibitor 1%, RXFP1 ag 0.0%, PI4K2A inh 2, LDHA inh 4, TrxR1 substrate 9%, Vif-A3F inh 21%, USP1-UAF1 inh inconclusive, Vif-A3G inh -21% and GRP78 ERSR act -7%.
`C=C(C)C(=O)Nc1cccc(C2=NOC3(C2)C[C@H](C(N)=O)N(C(=O)C(c2ccccc2)c2ccccc2)C3)c1` (stereo partly drawn) gave mIDH1 inhibitor 6%, RXFP1 ag 0.5%, PI4K2A inh -7, LDHA inh 1, TrxR1 substrate -2%, Vif-A3F inh -13%, USP1-UAF1 inh 37%[activator], Vif-A3G inh -6% and GRP78 ERSR act -5%.
`O=C(COC(=O)c1ccccc1C(=O)c1ccccc1)NCCc1ccc(Cl)cc1Cl` gave mIDH1 inhibitor 1%, RXFP1 ag 2.3%, PI4K2A inh 0, LDHA inh 4, TrxR1 substrate -12%[57.1 µM], Vif-A3F inh 0%, USP1-UAF1 inh -17%, Vif-A3G inh 5% and GRP78 ERSR act -5%.
Screening CNC(=O)C1CCC(Cn2c(=O)c3sccc3n(CC(=O)NCc3ccccc3)c2=O)CC1 (stereo not drawn) returned mIDH1 inhibitor -14%, RXFP1 ag 1.5%, PI4K2A inh 3, LDHA inh -4, TrxR1 substrate 3%[57.1 µM], Vif-A3F inh 2%, USP1-UAF1 inh -5%, Vif-A3G inh 1% and GRP78 ERSR act -3%.
For Nc1cnn(C2CCCO2)c(=O)n1 (stereo not drawn) the results were mIDH1 inhibitor 10%, RXFP1 ag -1.4%, PI4K2A inh -3, LDHA inh 4, TrxR1 substrate -5%, Vif-A3F inh 1%, USP1-UAF1 inh -6%, Vif-A3G inh 0% and GRP78 ERSR act -2%.
`CS(=O)(=O)c1ccc(C(=O)Nc2cc(S(C)(=O)=O)ccc2Cl)cc1` gave mIDH1 inhibitor 2%, RXFP1 ag -0.7%, PI4K2A inh 8, LDHA inh -5, TrxR1 substrate -2%, Vif-A3F inh 4%, USP1-UAF1 inh 2%, Vif-A3G inh -1% and GRP78 ERSR act -3%.
`CC(=O)c1ccc(NC(=O)C2CCN(S(=O)(=O)c3ccc4c(c3)N(C(C)=O)CCO4)CC2)cc1` gave mIDH1 inhibitor 0%, RXFP1 ag 4.2%, PI4K2A inh 0, LDHA inh -2, TrxR1 substrate -10%, Vif-A3F inh 0%, USP1-UAF1 inh -21%, Vif-A3G inh 2% and GRP78 ERSR act -5%.
For CCc1ccc(NC(=O)CCn2cccc2)cc1 the results were mIDH1 inhibitor 4%, RXFP1 ag 0.4%, PI4K2A inh 0, LDHA inh -8, TrxR1 substrate 2%, Vif-A3F inh -13%, USP1-UAF1 inh -5%, Vif-A3G inh 1% and GRP78 ERSR act -2%.
Nc1ccc(N2CCCCC2)c(Cl)c1 was read as mIDH1 inhibitor -12%, RXFP1 ag 0.1%, PI4K2A inh 5, LDHA inh -1, TrxR1 substrate -1%[57.1 µM], Vif-A3F inh -3%, USP1-UAF1 inh inconclusive, Vif-A3G inh -5% and GRP78 ERSR act -1%.
`CC(NC(=O)CNC(=O)c1ccccc1F)c1ccc(-n2ccnc2)cc1` (stereo not drawn) gave mIDH1 inhibitor -11%, RXFP1 ag -0.5%, PI4K2A inh -3, LDHA inh -7, TrxR1 substrate 3%, Vif-A3F inh -5%, USP1-UAF1 inh -8%, Vif-A3G inh -7% and GRP78 ERSR act -3%.
O=C(Nc1ccccc1)Nc1ccc(S(=O)(=O)N2CCCCC2)cc1 was read as mIDH1 inhibitor -3%, RXFP1 ag 0.0%, PI4K2A inh 1, LDHA inh 4, TrxR1 substrate -4%, USP1-UAF1 inh -23%, Vif-A3G inh 1% and GRP78 ERSR act -4%.
CNc1oc(-c2ccc(C)cc2)nc1P(=O)(c1ccccc1)c1ccccc1 was read as mIDH1 inhibitor -11%, RXFP1 ag -0.2%, PI4K2A inh -2, LDHA inh -2, TrxR1 substrate 10%[57.1 µM], Vif-A3F inh -21%, USP1-UAF1 inh -27%, Vif-A3G inh -3% and GRP78 ERSR act 4%.
CC1CC(C)CN(C(=O)C(Cc2ccccc2)n2cccc2)C1 (stereo not drawn) was read as mIDH1 inhibitor 7%, RXFP1 ag -1.8%, PI4K2A inh 2, LDHA inh 1, TrxR1 substrate 1%, Vif-A3F inh -12%, USP1-UAF1 inh -20%, Vif-A3G inh 7% and GRP78 ERSR act -6%.

Bioassay records from PubChem.

Some of the compounds tested; count on the stated rates, not on these rows.
